High-throughput results: PubChem BioAssay, several laboratories
Kir21 inh: inhibitors of mouse Kir2.1 inward-rectifier potassium channel. AID 1672. P35561. B-score at 10 µM. HEK293-Kir2.1, FluxOR thallium flux fluorescence; stronger effect = lower value. 310,000 tested, 0.85% active;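 active = fluorescence ratio B-score at or below minus 3 SD of library scores, with starting-brightness B-score within 2 SD, cut at about -4.2 in these data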;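 also: channel flux triggered by added potassium and thallium sulfate stimulus; B-score of peak minus minimum fluorescence over baseline after thallium stimulus; more negative B-score means stronger Kir2.1 block with less thallium influx; some compounds called inactive have numbers as strong as hits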
KCNQ2 inh: KCNQ2 potassium channel inhibitors, primary screen, cell-based, CHO-K1, FluxOR thallium flux, B-score (AID 2156) | O88943 | 20 min; stronger effect = lower value | B-score at 10 µM | 310,000 tested, 1.1% active;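 active = fluorescence ratio B-score at most minus 3 library SDs, with starting brightness B-score within 2 library SDs, cut at about -5.5 in these data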
Target sequence (O88943 whole entry, looked up): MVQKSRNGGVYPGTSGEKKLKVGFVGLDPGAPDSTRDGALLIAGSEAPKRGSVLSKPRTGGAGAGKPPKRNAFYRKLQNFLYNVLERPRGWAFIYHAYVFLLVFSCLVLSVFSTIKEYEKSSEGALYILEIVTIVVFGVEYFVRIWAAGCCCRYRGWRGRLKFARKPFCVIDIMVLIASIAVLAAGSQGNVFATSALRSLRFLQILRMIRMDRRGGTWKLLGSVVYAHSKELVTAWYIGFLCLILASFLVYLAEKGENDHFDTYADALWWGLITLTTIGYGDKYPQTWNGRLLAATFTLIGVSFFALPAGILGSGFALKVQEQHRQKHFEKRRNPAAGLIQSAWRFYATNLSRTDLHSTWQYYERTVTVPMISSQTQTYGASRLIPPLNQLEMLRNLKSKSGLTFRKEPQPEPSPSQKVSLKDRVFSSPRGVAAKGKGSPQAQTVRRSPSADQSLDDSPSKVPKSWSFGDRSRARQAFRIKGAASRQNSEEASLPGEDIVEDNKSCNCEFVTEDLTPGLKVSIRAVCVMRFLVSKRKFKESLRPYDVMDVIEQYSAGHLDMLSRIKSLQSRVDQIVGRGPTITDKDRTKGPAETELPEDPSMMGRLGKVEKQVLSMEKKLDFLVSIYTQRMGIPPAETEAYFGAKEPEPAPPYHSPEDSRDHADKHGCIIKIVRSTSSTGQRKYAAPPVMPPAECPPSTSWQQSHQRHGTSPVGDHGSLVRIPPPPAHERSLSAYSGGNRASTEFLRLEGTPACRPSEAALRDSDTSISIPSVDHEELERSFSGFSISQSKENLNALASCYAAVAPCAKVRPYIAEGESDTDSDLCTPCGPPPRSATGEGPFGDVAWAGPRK
STK33 kinase inh: inhibitors of human STK33 kinase; Q9BYT3; purified STK33, MBP phosphorylation, ADP-Glo luminescence; inhibition, % at 10 µM; 320,000 tested, 0.073% active;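 active = inhibition at or above 25%, using the most active replicate where run in duplicate; inactive = inhibition below 25%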
Numbers without * were called inactive; i = inactive; x = no result given.

SMILES	Kir21 inh	KCNQ2 inh	STK33 kinase inh
COc1ccc(F)cc1C(=O)C1CCCN(C(=O)c2ocnc2C)C1 (stereo not given)	0.36	i	-0.7
CCOc1ccc(C2NC(=O)C(C#N)=C(S)N2c2ccc(OC)cc2)cc1OC (stereo not given)	0.72	i	-0.6
CC1CN(C(=O)CCC(=O)NCCc2ccccc2)c2ccccc2O1 (stereo not given)	-0.39	i	-1.8
C/C(=N/N1CCN(Cc2ccccc2)CC1)c1ccc(Br)cc1	-2.09	i	-0.7
CCCCOC(=O)Nc1ccccc1C(=O)N1CCCC1	-0.22	i	-0.6
O=[N+]([O-])c1ccc(Cl)c(NC2=NCCCCC2)c1	-1.38	i	0.1
COC(=O)C1C(=O)c2c([nH]c(C(=O)OC3CCCCC3)c2C)CC1C (stereo not given)	-0.99	i	-0.8
O=C(Nc1ccn(Cc2c(F)c(F)c(F)c(F)c2F)n1)c1cccc(Cn2cc([N+](=O)[O-])cn2)c1	-0.94	i	-1.3
O=C1CCCc2c1cc(C(=O)Nc1ccc(Br)cn1)c(=O)n2-c1ccccc1	-0.07	i	-1.7
CCc1ccc2oc(C(=O)N3CCN(c4ccc(OC)cc4)CC3)cc(=O)c2c1	-0.04	i	0.5
COc1cc(NCCCC(C)N)c2ncccc2c1 (stereo not given)	-0.33	i	x
COc1ccc(C)cc1NC(=O)C(OC(=O)CNC(=O)c1ccc(Br)cc1)c1ccccc1 (stereo not given)	1.09	i	-1.0
COc1ccc(-c2nnc(NC(=O)CS(=O)(=O)c3ccc(F)cc3)o2)cc1	2.07	i	-1.4
COC(=O)c1[nH]c2c(c1C)C(=O)CC(c1ccc(C)cc1)C2 (stereo not given)	1.34	i	-0.9
O=C(CNC1CCCCC1)NN=C(c1ccccc1)c1ccccc1	-3.81	i	x
O=C(O)COc1c(F)c(F)c(C(F)(F)F)c(F)c1F	0.27	i	1.3
CCOc1ccc(C2CC(=O)n3nc(C45CC6CC(CC(C6)C4)C5)nc3S2)cc1OC (stereo not given)	2	i	-1.0
CCCCn1c(N)c(N(CCOC)C(=O)c2ccc(Cl)c(S(=O)(=O)N3CCCC3)c2)c(=O)[nH]c1=O	3.33	i	-0.1
CN(CCc1ccccn1)Cc1ccc(Cl)c(Cl)c1	1.09	i	-0.1
CNC(=O)C(=O)Nc1cc2c3c(c1)C(C)C(=O)N3CCC2 (stereo not given)	1.61	i	-0.3
COc1ccc2[nH]cc(CCNC(=O)CCC3CCCCC3)c2c1	-0.6	i	-2.7
CC(=O)c1cccc(NS(=O)(=O)c2ccc3c(c2)oc(=O)n3C)c1	0.11	i	-1.1
Cc1ccc(S(=O)(=O)c2cc3c(=O)n4ccccc4nc3n(Cc3ccco3)c2=N)cc1C	1.31	i	-0.2
CCOC(=O)Cc1csc(NC(=O)CSc2nnc(-c3ccc(NS(=O)(=O)CC)cc3)o2)n1	1.43	i	-1.3
CN(C)c1ccc(/C=C(/C(=O)c2ccc(Cl)cc2Cl)n2cncn2)cc1	-1.92	i	x
COc1ccc(N(C(=O)CNC(=O)c2ccco2)C(C(=O)NCC2CCCO2)c2ccccc2)c(OC)c1 (stereo not given)	0.26	i	-0.7
COC(=O)/C(=C\c1c(OC)cc(OC)cc1OC)C(=O)c1ccc2c(c1)OCO2	-0.99	i	-0.3
CCOC(=O)c1cc(C(C)C)sc1NC(=O)COC(=O)c1nccnc1N	-0.16	i	x
CSc1nnc(CSCc2ccc(Cl)cc2Cl)n1-c1ccccc1	-2.99	i	-0.4
CCN1CCC(NC(=O)Nc2ccccc2C(=O)OC)CC1	-1.72	i	1.7
Cc1cc(C)n(-c2ncc(C#N)cn2)n1	0.42	i	0.0
O=C(N1CCOCCOc2ccccc2OCCOCC1)C(F)(F)F	-0.02	i	-0.6
COc1ccccc1/C=N\NC(=O)c1ccc(COc2ccc(C)c(C)c2)o1	-0.04	i	-2.4
COc1ccc(NC(=O)CS(=O)CC(=O)N2CCN(C3CCCC3)CC2)cc1 (stereo not given)	-2.23	i	-1.4
CCc1cc2cccc(C)c2nc1SCC(=O)c1ccc(NC(C)=O)cc1	-0.69	i	-1.1
Cn1c(SCC2CCCO2)nnc1-c1ccncc1 (stereo not given)	1.69	i	0.0
COc1ccc(-c2nnc(SCC(=O)NC(C)c3ccccc3)o2)cc1OC (stereo not given)	-0.59	i	-0.8
CS(=O)(=O)c1ccc(C(=O)NCc2ccc(F)cc2)cc1	-0.74	i	-1.1
O=C(c1ccccc1C(=O)N1CCN(c2ccccc2)CC1)N1CCN(c2ccccc2)CC1	-1.1	i	0.3
Cc1ccc(S(=O)(=O)N2CCCC(CCC(=O)NCc3ccccc3F)C2)s1 (stereo not given)	-1.45	i	-2.2

Three entries picked at random from those above, as already listed:
SMILES	Kir21 inh	KCNQ2 inh	STK33 kinase inh
COc1ccc(-c2nnc(SCC(=O)NC(C)c3ccccc3)o2)cc1OC (stereo not given)	-0.59	i	-0.8
CC(=O)c1cccc(NS(=O)(=O)c2ccc3c(c2)oc(=O)n3C)c1	0.11	i	-1.1
Cn1c(SCC2CCCO2)nnc1-c1ccncc1 (stereo not given)	1.69	i	0.0

Other records:
SMILES	Kir21 inh	KCNQ2 inh	STK33 kinase inh
COc1ccc2cc(/C=N/O)c(Cl)nc2c1	0.84	i	1.3
COc1ccccc1NS(=O)(=O)c1ccc(Cl)c(NC(=O)c2sc3cc(Cl)ccc3c2Cl)c1	-1.72	i	-0.2
CCN(CC)c1ccc(NS(=O)(=O)c2ccc(OC)cc2)cc1	-1.12	i	-0.1
Cc1cc(OCCN2CCOCC2)ccc1Cl	0.04	i	-0.6
O=C(Nc1cccc(C(F)(F)F)c1)c1ccccc1NC(=O)C1CCCCC1	-0.13	i	0.6
O=C1CSC(c2cccnc2)N1c1ccc(Cl)cc1 (stereo not given)	0.05	i	-1.4
COc1ccc(CN2CCNC(=O)C2CC(=O)NC2CCCCCCC2)cc1OC (stereo not given)	-0.85	i	0.4
CCOc1cc(C(=O)Nc2ccccc2F)cc(Br)c1OCC	0.94	i	-0.6
O=[N+]([O-])c1cc(Cl)ccc1Oc1ccc(-c2nnco2)cc1	-1.93	i	-0.3
O=C(Nc1ccc(Cl)c(Cl)c1)Nc1nccs1	0.01	i	3.1
Cc1ccc(C(=O)OCc2nc3ccsc3c(=O)[nH]2)o1	-1.04	i	0.1
COc1ccc(Nc2nnc(-c3ccc(C(=O)NCCO)cc3)c3ccccc23)cc1	-0.94	i	-1.4
CCc1nnc(NC(=O)CSc2nc3c(c(=O)n2CC)SC(C)C3)s1 (stereo not given)	-3.01	i	-0.5
O=C(N/N=C/c1ccco1)c1cc(-c2ccccc2)nc2ccccc12	0.08	i	0.3
COc1ccc2[nH]c(C)c(CN3CCC(C)CC3)c(=O)c2c1	0.05	i	-1.6
O=C(NCc1ccccn1)C1CCN(C(=O)c2cc3sccc3n2Cc2ccc(F)cc2)CC1	1.95	i	-1.3
CN(CC(=O)Nc1ccc(OC(F)(F)F)cc1)S(=O)(=O)c1cnc[nH]1	2.06	i	-0.8
CC(=O)CN1Cc2ccccc2/C1=N\C(=O)Nc1ccccc1	-0.06	i	0.1
Cc1ccc2cccc(N=Cc3c(C)[nH]n(-c4ccccc4)c3=O)c2n1	-0.02	i	-0.4
Cc1ccsc1CN1CC(=O)N(c2c(C)cccc2C)C1=S	1.59	i	5.8
O=C(Nc1ccc2c(c1)CCCN2C(=O)c1cccs1)c1ccccc1	0.13	i	1.2
Cc1onc(-c2ccccc2Cl)c1C(=O)Nc1ccc(S(=O)(=O)N2CCCC2)cc1	-1.53	i	-1.3
O=C(Nc1nc2cc3c(cc2s1)OCCO3)c1cccc(N2C(=O)CCC2=O)c1	-1.29	i	0.5
CCOP(=O)(OCC)c1nc(-c2ccc(C)cc2)oc1N1CCOCC1	-0.81	i	-1.7
CCCCn1c(N)c(N(Cc2ccccc2OC)C(=O)C(C)C)c(=O)[nH]c1=O	-1.79	i	-4.7
COc1ccc(C(=O)Nc2cc(C(F)(F)F)ccc2-n2cncn2)cc1	-0.01	i	-1.9
CCOc1ccccc1OCCn1ncc2ccc(OC)c(OC)c2c1=O	-1.4	i	-4.5
Cc1cccc(NS(=O)(=O)c2ccc3nc(-c4ccccc4)[nH]c3c2)c1C	2.4	i	-0.9
O=C(CSc1nnc(-c2ccccc2Br)o1)N1CCN(C(=O)c2ccco2)CC1	0.89	i	4.3
Cc1cc(=O)oc2cc(OCC(=O)Nc3ccc(N4CCC(C)CC4)cc3)ccc12	-0.25	i	-0.4
Cc1nnsc1-c1c(C(=O)N2CCOCC2)c(C)nn1-c1ccc(Cl)cc1	-0.08	i	0.1
CCCOc1ccc(-c2c(C(=O)N/N=C/c3ccsc3)nnn2-c2nonc2N)cc1	0.01	i	0.1
Cc1ccc(C)c(OCCSc2nnc(C)c(=O)[nH]2)c1	0.83	i	-1.0
Cc1nnc(NC(=O)c2ccc(C)c(S(=O)(=O)N3CCOCC3)c2)s1	0	i	-0.7
O=C(CSc1ccccn1)Nc1ccc2c(c1)CCC2	0.76	i	-0.3
NC1=NC[C@H](c2ccccc2)N1CC1CCCCC1	0.58	i	0.1
Oc1cnn(-c2ccccc2)c1	-0.38	i	-1.1
CCn1c(C)c(C(C)=O)cc(C#N)c1=O	-0.06	i	-0.3
CCOc1ccc2nc(COC(=O)c3ccco3)c(C(C)=O)[n+]([O-])c2c1	0.31	i	2.0
O=C(N/N=C/c1ccccc1OC(F)F)C1=COCCO1	-0.54	i	0.8
O=C(O)CNC(=S)N(Cc1cccs1)C1CCCCC1	0.16	i	-4.5
O=c1cc(CN2CCN(c3ccccn3)CC2)nc2sccn12	-0.68	i	-0.7
CC1(C)c2ccccc2N2CC(=O)NC21/C=C/c1ccco1 (stereo not given)	-0.97	i	0.3
COc1cccc(C2c3c(-c4cc(Cl)c(C)cc4O)n[nH]c3C(=O)N2Cc2cccnc2)c1 (stereo not given)	0.43	i	-0.3
CSc1ccc(/C=N/n2c(C3CCCCC3)n[nH]c2=S)cc1	0.74	i	-1.4
O=C1CC(N(O)C2CC(=O)N(Cc3ccccc3)C2=O)C(=O)N1Cc1ccccc1 (stereo not given)	-1.89	i	-0.6
S=C1NC2=C(CCCC2=C2SCCS2)C(c2ccccc2)N1 (stereo not given)	1.76	i	-0.4
COc1ccccc1P(=O)(Cc1ccccc1[N+](=O)[O-])c1ccccc1 (stereo not given)	-0.6	i	-1.0
COCCCNC(=O)c1cc(-c2cccnc2)nc2ccccc12	0.65	i	-1.0
S=C(NCc1ccccc1)NCc1ccco1	0.23	i	-0.1
Cc1cc(NC(=O)CCl)n(-c2nc3ccccc3s2)n1	1.44	i	-0.6
Cc1nc(Nc2ccccc2)sc1C(=O)c1ccccc1	-1.48	i	-1.6
CCCCn1c(N)c(N(CC(C)C)C(=O)c2cc3c(s2)CCC3)c(=O)[nH]c1=O	0.05	i	x
COc1cccc(/C=N/NC(=O)c2cnccn2)c1O	0.93	i	-0.1
COc1c(O)ccc(C2NC(=O)NC(C)=C2C(=O)Nc2ccccc2C)c1[N+](=O)[O-] (stereo not given)	-0.05	i	-1.5
CC1(C)Cc2c(sc(NC(=O)Cc3ccccc3)c2C#N)CO1	-0.01	i	-2.9
COc1ccc(CCNC(=O)COC(=O)c2ccc(Br)o2)cc1OC	-0.72	i	-0.7
CC(=O)Nc1ccc(S(=O)(=O)N(C)CC(=O)N/N=C/c2cccc(O)c2)cc1	-0.94	i	0.0
CCC(CC)c1nnc(NC(=O)Cc2ccccc2[N+](=O)[O-])s1	1.31	i	1.0
Cc1ccccc1N(CC(=O)Nc1ccc(S(=O)(=O)N2CCOCC2)cc1)S(C)(=O)=O	-1.26	i	-1.1

One compound at a time (already shown). Order of values: Kir21 inh, KCNQ2 inh, STK33 kinase inh
CC1(C)Cc2c(sc(NC(=O)Cc3ccccc3)c2C#N)CO1 in the list: -0.01, i, -2.9
COc1c(O)ccc(C2NC(=O)NC(C)=C2C(=O)Nc2ccccc2C)c1[N+](=O)[O-] (stereo not given) in the list: -0.05, i, -1.5
CC1(C)c2ccccc2N2CC(=O)NC21/C=C/c1ccco1 (stereo not given) in the list: -0.97, i, 0.3

Sorted by value in Kir21 inh (high to low): three from the list above
SMILES	Kir21 inh	KCNQ2 inh	STK33 kinase inh
COc1ccccc1P(=O)(Cc1ccccc1[N+](=O)[O-])c1ccccc1 (stereo not given)	-0.6	i	-1.0
O=c1cc(CN2CCN(c3ccccn3)CC2)nc2sccn12	-0.68	i	-0.7
CC1(C)c2ccccc2N2CC(=O)NC21/C=C/c1ccco1 (stereo not given)	-0.97	i	0.3

(next part)
SMILES	Kir21 inh	KCNQ2 inh	STK33 kinase inh
CC1CCN(C(NC(=O)c2ccco2)C(=O)c2ccccc2)CC1 (stereo not given)	1.06	i	6.7
O=C(NC(=S)Nc1ccc(C(F)(F)F)cc1)c1csnn1	0.2	i	-2.9
CCN1CCCC1CNC(=O)CSc1cc(=O)n(CC)c2ccccc12 (stereo not given)	0	i	-2.6
Cn1nc(-c2ccc(Cl)cc2)c2cc(C(=O)N3CCN(c4ccccn4)CC3)sc21	0.11	i	11.0
CCOC(=O)c1oc2cc(O)ccc2c(=O)c1-c1ccccc1OC	-0.43	i	-1.3
Cc1noc(C)c1COc1ccc(C(=O)Nc2ccccn2)cc1	-1.26	i	0.3
CC(=O)NNC(=O)c1[nH]c2ccc(Br)cc2c1-c1ccccc1	-1.66	i	1.7
O=C(CSc1nc(-c2ccc(F)cc2)nc2c1Cc1ccccc1O2)Nc1cccc(C(=O)O)c1	0.06	i	x
O=C(Nn1cnnc1)c1cc(Br)ccc1Cl	0	i	1.1
O=C(Nc1ccc(Cl)cc1F)c1cccc2ccccc12	1.17	i	1.2
